mABHD4 FP – inhibits mouse alpha/beta hydrolase domain 4; Q8VD66; purified mABHD4, FP-Rh probe fluorescence polarization; inhibition, % at 8.92 µM; 0.54% of 370,000 active;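 active means inhibition exceeding the mean over every tested compound plus 3 SD, cut at about 30% in these data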;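 further: 0% = plate median of compound wells and 100% = S159A mutant with DMSO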
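Test system: mouse ABHD4 enzyme, wild type. Reagent: FP-Rh fluorescent activity-based probe, added after compound pre-incubation. Timing: pre-incubation 45 min, probe exposure 60 min, at 25 °C. Technique: FP readout, ex 525 nm / em 598 nm. Benchmarks: high control S159A mutant with DMSO, low control median of compound wells.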
LEDGF integ inh – blocks HIV-1 LEDGF/p75-dependent DNA integration; TR-FRET IN-LEDGF/p75 DNA integration, Eu/Cy5; inhibition, % at 3.7 µM; 0.64% of 370,000 active; AID 743269;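 active means inhibition above the screen-wide mean plus 3 SD, cut at about 13% in these data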;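 further: signal is the Cy5 over europium emission ratio at 671 and 618 nm; 0% = plate median of compound wells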
TCR CD3 inh – inhibitors of human TCR-CD3 interaction; inhibition, % at 9.4 µM; TAMRA-labeled TCR probe fluorescence, biochemical; 0.37% of 360,000 active; AID 651800; in the data active means inhibition above about 19%;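 further: recombinant mutant TCR 2C K166C tagged with TAMRA read by polarization; 0% = receptor in buffer alone and 100% = receptor with positive control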
HTRA1 inh – inhibitors of human serine peptidase HTRA1; Q92743; recombinant HTRA1, FP-rhodamine activity-based probe, fluorescence polarization; inhibition, % at 5.96 µM; 0.5% of 340,000 active; AID 504803; in the data active means inhibition above about 36%;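 further: 0% = enzyme with DMSO and 100% = wells lacking enzyme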
Target sequence (Q92743 whole entry, looked up): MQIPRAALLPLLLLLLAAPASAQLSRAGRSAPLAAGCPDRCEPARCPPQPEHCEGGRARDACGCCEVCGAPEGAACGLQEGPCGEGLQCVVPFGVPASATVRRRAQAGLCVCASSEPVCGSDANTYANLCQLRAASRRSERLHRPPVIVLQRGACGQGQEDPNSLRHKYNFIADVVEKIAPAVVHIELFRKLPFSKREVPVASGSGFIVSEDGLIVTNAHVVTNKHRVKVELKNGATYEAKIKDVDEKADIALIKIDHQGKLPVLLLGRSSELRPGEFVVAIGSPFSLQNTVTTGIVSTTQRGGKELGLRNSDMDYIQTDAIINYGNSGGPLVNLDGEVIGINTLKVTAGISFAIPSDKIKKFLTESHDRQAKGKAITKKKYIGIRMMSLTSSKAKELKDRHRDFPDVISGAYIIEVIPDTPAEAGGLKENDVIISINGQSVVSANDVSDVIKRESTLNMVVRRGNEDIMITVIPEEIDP
SIAE primary – inhibitors of human sialic acid acetylesterase SIAE; Q9HAT2; SIAE FP-Rh probe binding, fluorescence polarization; inhibition, % at 9.66 µM; 0.69% of 370,000 active; AID 1053197;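 active means inhibition above a cutoff: mean of compounds within the control limits plus 3 SD of those, cut at about 17% in these data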;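 further: 0% = plate median of compound wells and 100% = probe without SIAE protein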
PG9 Ab binder – binds the HIV-1 gp120 antibody PG9. TR-FRET gp120-PG9 antibody binding. inhibition, % at 6.7 µM. 0.43% of 360,000 active; in the data active means inhibition above about 8.5%
TDP2 absorb – TDP2 (human) inhibition, absorbance primary screen. 0.34% of 370,000 active. recombinant TDP2, T5PNP hydrolysis, p-nitrophenol absorbance 415 nm. inhibition, % at 12.8 µM. O95551. AID 720702;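 active means inhibition above the mean of all tested compounds plus 3 SD, set per campaign, cut at about 25% in these data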;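 further: 0% = DMSO with enzyme and 100% = buffer with substrate but no TDP2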
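Incubation: 2 h at 37 °C; Test system: recombinant human TDP2; Quantity: enzyme 120 nM; Read-out basis: percent inhibition; Medium: 50 mM Tris-HCl pH 7.5 with Mg2+, KCl, DTT, BSA; Repeats: single replicate; Compound: 12.8 µM single point, 1% DMSO; Signal: epi absorbance; Reagent: 5 mM T5PNP chromogenic substrate; Benchmarks: no-enzyme high, DMSO-plus-enzyme low.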
rCAG RNA binder – molecules binding r(CAG) RNA repeats. 1.3% of 370,000 active. inhibition, % at 3 µM. r(CAG) RNA repeat, TO-PRO-1 dye displacement fluorescence;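 active means inhibition above the plate cutoff, the mean of all test compounds on that plate plus 3 SD, cut at about 35% in these data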;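 further: 0% = DMSO alone and 100% = 100 µM mitoxantrone as full dye displacement; higher means more dye released from RNA so lower well fluorescence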
PRMT1 inh – blocks human protein arginine methyltransferase 1; 1.3% of 370,000 active; recombinant PRMT1, activity-based probe fluorescence polarization; AID 652257; inhibition, % at 2.79 µM;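 active means inhibition above about 21% made by adding two undisclosed values, limit read from the data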
Target sequence (Q99873 whole entry, looked up): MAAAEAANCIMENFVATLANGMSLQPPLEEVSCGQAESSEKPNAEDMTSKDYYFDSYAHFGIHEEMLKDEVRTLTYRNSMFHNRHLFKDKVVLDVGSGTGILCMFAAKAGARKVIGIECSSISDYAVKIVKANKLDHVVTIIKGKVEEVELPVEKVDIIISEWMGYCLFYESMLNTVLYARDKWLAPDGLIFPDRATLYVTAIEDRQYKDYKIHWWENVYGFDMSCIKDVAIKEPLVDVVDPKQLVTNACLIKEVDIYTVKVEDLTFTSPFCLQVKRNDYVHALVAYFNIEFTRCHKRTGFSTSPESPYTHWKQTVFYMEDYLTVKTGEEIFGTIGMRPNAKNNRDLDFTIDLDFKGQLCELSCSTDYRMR
NR1D1 modulator – Rev-erb alpha (human) modulation | 0.79% of 370,000 active | activity, % at 10 µM | P20393 | Rev-erbα–FITC-DNA binding, fluorescence polarization, 90 min;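 active means activity above about 14%, limit read from the data; passing the limit was not always enough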;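 further: 0% = DMSO wells with 35 nM protein and 100% = DMSO wells with 750 nM protein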
* marks the source's active call; other numbers are inactive results; . = not tested or not shown; & = joins results of further samples. The list is partial (hit frequency here may not be typical).

SMILES	mABHD4 FP	LEDGF integ inh	TCR CD3 inh	HTRA1 inh	SIAE primary	PG9 Ab binder	TDP2 absorb	rCAG RNA binder	PRMT1 inh	NR1D1 modulator
CC1CN(Cc2ccc(Cl)cc2Cl)CC(C)O1 (stereo not given)	6.7	0.8	2.5	-3.4	-2.5	-0.5	1.5	-1.1	0.5	6.2
CCC(=O)N[C@@H]1CC[C@@H](CCNC(=O)Nc2ccc(F)cc2)O[C@@H]1CO	-4.4	-0.1	-4.7	.	3.6	1.2	-6.2	5.7	-3.9	3.6
O=C(O)CCCC(=O)N1CCc2cc(S(=O)(=O)NCc3ccccc3)ccc21	0.0	-4.6	-2.6	2.3	-6.3	-0.2	-0.6	2.8	0.2	-2.7
CC(OC(=O)c1cc2sccc2n1C)C(=O)NCC1CCCO1 (stereo not given)	-12.3	-0.1	-0.3	-0.5	-12.4	-0.8	-0.5	-4.9	3.7	1.1
O=C(Nc1cc2c(cc1Br)OCCCO2)c1cccnc1	3.1	-3.1	-2.1	2.0	-6.0	-1.8	0.3	-2.3	-2.7	4.5
O=C1c2[nH]nc(-c3ccccc3O)c2C(c2ccc(F)cc2)N1Cc1ccco1 (stereo not given)	-15.2	0.2	-3.6	-18.7	-0.5	-2.2	-10.4	12.4	2.4	3.6
Cc1nc(SCCO)c2oc3ccccc3c2n1	-11.7	2.7	-15.2	1.4	-4.5	0.5	-11.5	4.0	-0.6	2.1
O=C(Nc1nc2c(s1)CCCC2)c1ccc(S(=O)(=O)N2CCCc3ccccc32)cc1	-2.3	-3.0	2.7	-23.9	-18.1	0.8	4.9	12.1	-1.7	-3.6
C/C(=N\NC(=O)CSc1nc(C)cc(C)n1)c1ccc([N+](=O)[O-])cc1	-0.5	-3.7	1.9	.	-8.1	-0.6	-4.3	-4.3	3.1	-5.5
Cc1cc(C)cc(OC(=O)CN2C(=O)c3ccccc3C2=O)c1	-0.5	1.0	3.4	-2.2	-0.7	-1.8	7.1	-3.1	-0.1	-2.2
Cc1cc(C(=O)Nc2ccc(S(=O)(=O)Nc3onc(C)c3C)cc2)cs1	-3.8	2.8	3.0	-1.7	-2.6	0.9	11.8	10.4	-4.1	-1.7
Cc1nnc(SCC(=O)N2CCc3ccccc3C2)s1	-3.8	0.8	-4.8	10.1	-1.3	-0.9	8.2	-0.3	0.7	0.3
Cc1ccc2nnnc(-c3ccccc3)c2c1	4.5	2.4	5.3	4.5	2.4	-0.1	3.9	0.0	-2.0	-0.2
CCn1c(COc2cc(C)ccc2C(C)C)nnc1SCC(=O)Nc1nccs1	9.0	-5.9	1.6	5.4	-7.8	-2.5	-4.7	1.4	5.4	-4.4
COc1ccc(Cl)cc1NC(=O)NCc1cccnc1	0.8	0.4	6.9	2.3	8.0	-0.6	14.4	-0.2	-1.1	2.4
CCOC(=O)C1CCCN(CC(=O)Nc2c(C(=O)OC)[nH]c3ccc(Cl)cc23)C1 (stereo not given)	1.7	-0.6	-1.0	-11.9	0.4	0.3	-9.7	1.6	0.0	-1.2
Cc1ccc(CCC(=O)Nc2ncc(Cc3cc(Cl)ccc3Cl)s2)o1	-0.2	-1.0	-1.5	-12.7	0.9	-1.8	-9.0	5.1	-1.5	-0.7
Cc1ccc(Cn2c3ccccc3c3cn[nH]c(=O)c32)cc1	-2.6	-3.9	-2.1	-16.3	0.5	1.6	0.8	6.6	2.8	-1.1
COc1cc2c(cc1OC)CN(C(=O)C1CCCN1S(=O)(=O)c1ccc(C)cc1)CC2 (stereo not given)	-2.5	1.6	-3.0	0.3	0.8	-0.9	-0.4	-1.3	5.6	0.9
COc1ccc(CN(CC(=O)NC2CCCC2)C(=O)c2onc(C(N)=O)c2N)cc1	-0.6	2.5	0.5	-3.1	-1.8	0.8	-4.6	-0.1	1.8	2.7
Cc1ccc(-c2ccc(/C=N/N=C3/NC(=O)C(CC(=O)O)S3)o2)c([N+](=O)[O-])c1 (stereo not given)	15.4	-1.7	3.5	13.3	-8.3	-4.2	-4.5	25.4	1.1	3.3
O=C(NCCc1ccc(O)cc1)c1[nH]c(C(F)(F)F)nc1-c1ccccc1	-13.3	1.4	-2.8	.	-6.2	-0.9	-15.2	1.7	-3.4	0.6
COc1cc(NC(=O)C2CSC3(C)CCC(=O)N23)c(OC)cc1Cl (stereo not given)	-0.1	4.5	4.4	2.7	2.5	-1.6	9.4	-0.7	-1.9	5.9
CC1=CC(C/C(C)=C/COc2ccc3ccc(=O)oc3c2)OC1=O (stereo not given)	-9.2	7.3	-3.6	2.9	10.4	-0.2	-3.0	3.1	-4.6	3.6
CCN1CCN(C(=O)CN(C)S(=O)(=O)c2ccc(OC)c(C)c2)CC1	7.7	-6.3	0.9	0.3	0.9	0.8	10.0	-2.9	-1.8	-0.1
Cc1cccc(NS(=O)(=O)c2cccc(C(=O)NCC(c3ccc(F)cc3)N3CCOCC3)c2)c1 (stereo not given)	-6.3	-2.6	1.8	-11.6	-4.8	-0.1	4.4	7.0	-2.7	-1.2
Cc1cccc(NS(=O)(=O)c2ccc3c(c2)oc(=O)n3C)c1C	-0.8	2.2	-0.8	-0.1	-1.4	-0.6	4.9	1.6	2.6	-7.2
Cc1ccc(CSc2ncnc3c2cnn3Cc2ccccc2)cc1C	-4.5	-2.2	5.8	-21.0	-2.6	-0.1	6.4	-1.5	2.5	0.6
COc1ccc(C2CC(c3ccncc3)=NN2c2ccc(S(N)(=O)=O)cc2)cc1 (stereo not given)	-5.2	-7.3	-2.3	-12.1	-0.6	1.8	-6.2	8.6	18.4	-13.8
Cc1onc(-c2c(Cl)cccc2Cl)c1C(=O)NCCc1ccncc1	-0.5	1.5	5.3	6.9	-2.6	-1.9	-4.9	-1.3	-3.3	-5.7

Compounds above with an aryl methoxy group (six):
SMILES	mABHD4 FP	LEDGF integ inh	TCR CD3 inh	HTRA1 inh	SIAE primary	PG9 Ab binder	TDP2 absorb	rCAG RNA binder	PRMT1 inh	NR1D1 modulator
COc1ccc(Cl)cc1NC(=O)NCc1cccnc1	0.8	0.4	6.9	2.3	8.0	-0.6	14.4	-0.2	-1.1	2.4
COc1cc2c(cc1OC)CN(C(=O)C1CCCN1S(=O)(=O)c1ccc(C)cc1)CC2 (stereo not given)	-2.5	1.6	-3.0	0.3	0.8	-0.9	-0.4	-1.3	5.6	0.9
COc1ccc(CN(CC(=O)NC2CCCC2)C(=O)c2onc(C(N)=O)c2N)cc1	-0.6	2.5	0.5	-3.1	-1.8	0.8	-4.6	-0.1	1.8	2.7
COc1cc(NC(=O)C2CSC3(C)CCC(=O)N23)c(OC)cc1Cl (stereo not given)	-0.1	4.5	4.4	2.7	2.5	-1.6	9.4	-0.7	-1.9	5.9
CCN1CCN(C(=O)CN(C)S(=O)(=O)c2ccc(OC)c(C)c2)CC1	7.7	-6.3	0.9	0.3	0.9	0.8	10.0	-2.9	-1.8	-0.1
COc1ccc(C2CC(c3ccncc3)=NN2c2ccc(S(N)(=O)=O)cc2)cc1 (stereo not given)	-5.2	-7.3	-2.3	-12.1	-0.6	1.8	-6.2	8.6	18.4	-13.8

(cont.)
SMILES	mABHD4 FP	LEDGF integ inh	TCR CD3 inh	HTRA1 inh	SIAE primary	PG9 Ab binder	TDP2 absorb	rCAG RNA binder	PRMT1 inh	NR1D1 modulator
C=CCOC(=O)C1=C[C@@H](c2coc3ccccc3c2=O)[C@H](CCCO)[C@@H](OCC)O1	-1.6	-0.2	4.3	-6.4	-1.2	0.1	8.2	-5.9	3.4	1.0
CC(C)CNS(=O)(=O)c1ccc(CCC(=O)N2CCN(Cc3ccccc3)CC2)cc1	-3.3	-1.1	1.0	4.7	-0.6	-0.7	-0.3	-6.7	0.1	-3.2
COc1ccc(-c2nnc(NC(=O)Cc3ccccc3)s2)c(OC)c1	0.1	-6.1	-7.3	0.4	-6.8	4.8	-8.6	0.7	0.7	40.8*
Cc1ccc(NC(=O)c2cccc(S(=O)(=O)N3CCN(c4ccccc4)CC3)c2)nc1	0.8	-0.7	4.7	-3.4	-6.8	0.8	0.0	-2.2	-3.2	0.9
CN(C(=O)c1cc2c(s1)-c1ccccc1S(=O)(=O)C2)c1ccccc1	-4.8	1.1	-2.7	-2.3	-3.4	0.6	4.7	1.5	-3.8	4.3
Cc1cc(-c2csc(NC(=O)c3ccccc3C(F)(F)F)n2)c(C)n1Cc1ccccc1	-4.8	0.2	-4.7	-6.0	-2.1	0.0	0.5	18.5	3.4	-1.4
Cc1ccc(S(=O)(=O)C=CS(=O)(=O)c2ccc(C)cc2)cc1	7.3	0.4	-1.9	1.4	-2.5	0.1	-3.3	5.1	90.2*	-2.9
c1coc(-c2nnc(NC3=NCCC3)o2)c1	-0.8	-3.1	-6.4	-5.4	-7.6	1.8	1.6	-3.1	3.8	-1.0
Cn1c(C2=C(O)CN(c3ccccc3)C2=N)nc2ccccc21	7.5	1.6	-3.0	-2.4	-2.4	-3.4	1.6	-1.2	3.8	-3.3
O=C1NC2(CCc3ccccc32)C(=O)N1CCOc1ccc(Cl)cc1 (stereo not given)	-6.2	-1.7	0.8	-4.8	-5.1	1.0	2.1	-6.5	-2.0	1.6
COc1cc(/C=C/C(=O)Nc2nc3ccc(S(=O)(=O)NC(C)C)cc3s2)cc(OC)c1OC	-12.1	0.5	3.8	-5.2	-23.0	1.7	-1.2	11.3	1.9	-3.4
COc1ccc(N2CCN(S(=O)(=O)c3cn(C)cn3)CC2)cc1	3.8	0.9	2.8	4.6	2.2	-1.4	-8.9	-0.5	-1.8	-5.2
CC(=O)Nc1cccc(-c2nnc(-c3ccccc3)o2)c1	3.3	0.5	-4.0	-10.4	-3.0	0.3	2.4	1.4	0.0	0.0
CC(=O)c1ccc(NC(=O)N2CCCC(C(=O)c3ccc4c(c3)OCO4)C2)cc1 (stereo not given)	1.4	2.1	0.2	-3.7	-1.2	-0.8	1.9	-4.3	1.8	-0.2
CCOC(=O)c1oc2ccccc2c1COC(=O)CNC(=O)c1cc(OC)c(OC)c(OC)c1	-0.2	1.3	-3.3	-2.8	1.5	-0.3	5.8	-2.2	-2.5	1.3
CN(C)CCCN(C(=O)c1ccc(C(=O)c2ccccc2)cc1)c1nc2ccc(F)cc2s1	1.9&11.0	-1.8&-2.1	0.4	-13.3	-2.5&1.5	-2.1	-13.1&0.9	-2.4&2.3	1.2&2.2	3.9&1.9
O=C(COC(=O)CNS(=O)(=O)c1ccccc1)NC12CC3CC(CC(C3)C1)C2	-0.2	4.7	2.6	-4.5	12.5	0.6	2.0	-7.3	-4.3	1.4
O=C(NC1CCCc2c1cnn2-c1ccc(F)cc1F)c1ccccn1 (stereo not given)	2.4	0.8	4.0	1.8	0.7	0.6	0.3	-5.6	-0.5	1.6
N#C/C=C/N1CCN(Cc2ccc3c(c2)OCO3)CC1	-5.1	0.9	1.6	0.0	-3.2	-0.2	3.2	2.9	1.5	-2.5
Cc1ccccc1C(=O)NNC(=O)Nc1ccccc1	7.8	-2.5	-10.5	.	-4.3	-2.1	3.5	-2.5	2.6	3.7
C[C@H]1CN([C@@H](C)CO)C(=O)CCCn2nncc2CO[C@H]1CN(C)C(=O)NC1CCCCC1	2.2	1.3	3.2	-0.1	5.0	0.0	7.1	1.8	2.6	1.3

High-throughput results (PubChem)
